Screening results from PubChem.
CatB mixtures – human cathepsin B inhibition by mixtures. P07858. Purified cathepsin B, AMC dipeptide fluorescence, compound mixtures. inhibition, %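 (ten-compound pools at 5 µM per compound and 50 µM total)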. hit rate 0.06% among 62,000. AID 488; in the data active = inhibition above about 22%, passing the limit was not always enough;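 note: 0% = enzyme without compound and 100% = no enzyme blank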
CatL block – blocks human cathepsin L protease activity | purified cathepsin L, fluorogenic substrate, fluorescence | inhibition, %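 (tested at 10 µM)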 | hit rate 0.17% among 58,000; in the data active = inhibition above about 45%;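 note: 0% = enzyme with no compound and 100% = no enzyme blank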
Target sequence (P07711 114-288 limits assumed): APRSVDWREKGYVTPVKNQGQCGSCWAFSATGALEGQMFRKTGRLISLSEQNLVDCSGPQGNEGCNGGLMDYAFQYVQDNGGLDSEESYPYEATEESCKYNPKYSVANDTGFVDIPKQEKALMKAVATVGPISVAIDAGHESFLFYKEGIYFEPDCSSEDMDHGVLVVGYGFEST
Target sequence (P07711 292-333 limits assumed): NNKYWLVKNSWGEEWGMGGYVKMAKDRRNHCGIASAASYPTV
C1s inh – human complement C1s inhibition. purified C1s, fluorogenic AMC substrate, pooled mixtures. mean inhibition % of two 10-compound mixtures (active compounds read high), % at 5 µM (by protocol). hit rate 0.16% among 62,000;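 active = inhibition above 20% in each of the two 10-compound mixture wells holding the compound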;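 note: 0% = enzyme wells lacking compound mixture and 100% = no-enzyme blank wells; some compounds called inactive have numbers as strong as hits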
HER2 expr 66K – inhibitors of human Her2 kinase expression; P04626; SKBR-3 HER2 protein level, AlphaScreen, 18-24 h; active compounds read low; HER2 level % of control, % at 10 µM; hit rate 0.69% among 65,000; AID 645;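 active = HER2 level under 5% of the carrier-only control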;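 note: 100% = DMSO carrier and 0% = 500 nM PU-H71 HSP90 inhibitor; lower value means stronger loss of Her2 protein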
PKA inh – PKA (human) kinase inhibition; P17612; PKA Kemptide phosphorylation, Kinase-Glo ATP luminescence; inhibition, % at 6 µM; hit rate 0.1% among 65,000;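 active = inhibition above the screen-wide mean inhibition plus 3 SD, cut at about 21% in these data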; note: many of its hits are not listed in these tables
ROCK2 blocker – ROCK2 (human) kinase inhibition | O75116 | purified ROCK2, Kinase-Glo ATP depletion luminescence | inhibition, % at 6 µM | hit rate 0.35% among 60,000;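 active = inhibition above the screen-wide mean inhibition plus 3 SD, cut at about 18% in these data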;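 note: plate controls were DMSO wells for no effect and Y-27632 control wells after no-enzyme background subtraction for full effect; many of its hits are not listed in these tables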
CatB block – blocks human cathepsin B protease activity | inhibition, %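 (tested at 10 µM)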 | hit rate 0.1% among 63,000 | purified cathepsin B, fluorogenic substrate, fluorescence | AID 453 | P07858; in the data active = inhibition above about 21%;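 note: 0% = enzyme with no compound and 100% = no enzyme blank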
Cathepsin G inh – inhibitors of human cathepsin G | P08311 | purified enzyme, AMC-tetrapeptide fluorescence, pooled mixtures | inhibition, % at 5 µM (by protocol) | hit rate 0.2% among 62,000 | AID 581;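 active = inhibition above 20% in each of the two mixture wells holding the compound; inactive = inhibition of 20% or less in either well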;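 note: 0% = enzyme control without mixture and 100% = blank lacking enzyme; strong numbers were not always called active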
Target sequence (P08311 21-244 limits assumed): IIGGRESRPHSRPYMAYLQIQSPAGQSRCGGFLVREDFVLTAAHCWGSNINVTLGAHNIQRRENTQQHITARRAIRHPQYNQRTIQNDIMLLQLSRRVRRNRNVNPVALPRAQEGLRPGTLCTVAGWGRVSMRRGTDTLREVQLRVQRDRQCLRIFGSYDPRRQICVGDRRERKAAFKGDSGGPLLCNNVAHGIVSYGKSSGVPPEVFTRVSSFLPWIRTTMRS
CatS inh – blocks human cathepsin S protease activity | P25774 | recombinant cathepsin S, AMC dipeptide fluorescence, pooled mixtures | inhibition, %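 (tested at 5 µM per compound within 10-compound mixtures)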 | hit rate 0.06% among 62,000; in the data active = inhibition above about 32%, passing the limit was not always enough;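 note: 0% = enzyme without compound and 100% = blank without enzyme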
Target sequence (P25774 115-331 limits assumed): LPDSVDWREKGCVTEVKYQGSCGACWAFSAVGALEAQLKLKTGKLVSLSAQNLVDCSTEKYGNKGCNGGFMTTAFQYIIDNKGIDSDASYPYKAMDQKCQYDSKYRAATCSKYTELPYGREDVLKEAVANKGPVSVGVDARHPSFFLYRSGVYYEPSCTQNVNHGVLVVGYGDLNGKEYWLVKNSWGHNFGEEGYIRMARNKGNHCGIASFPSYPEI
Starred values were filed as active, the others as inactive; x = no result given. Not all compounds are listed; rates above refer to the full screens.

ROCK2 blocker	Cathepsin G inh	CatS inh	C1s inh	PKA inh	HER2 expr 66K	CatB block	CatB mixtures	CatL block	Compound
6	1	3	2	10	111	1	0	14	COC(=O)c1c(C(C)=O)cnc2ccc(Br)cc12
4	8	15	-6	-2	107	3	3	-7	O=C(NC1=NCCS1)C12CC3CC(C1)CC(C(=O)NC1=NCCS1)(C3)C2
0	11	6	15	3	121	2	5	14	Cc1ccc(C(C#N)N2CCOCC2)cc1 (stereo not given)
2	14	9	16	9	132	5	3	28	Cc1ccccc1-c1nnc(SCC(=O)NC2CCCCC2)o1
-7	3	7	-41	-1	81	3	3	5	CCCCCC1CC(CC#CCN2CCOCC2)C(=O)O1 (stereo not given)
3	-7	-2	-92	13	68	2	-8	-1	CCCNC(=O)CSc1nnc(-c2ccco2)n1C
4	0	-8	2	6	94	-1	0	-9	O=C(NC1CCCC1)C1CC(=O)N(C2CCCCCCC2)C1 (stereo not given)
3	-1	3	0	-2	129	-3	4	3	O=C(NCCc1cn2ccsc2n1)C1CCCCC1
2	0	2	-85	7	78	3	-5	9	CCN(CC)S(=O)(=O)c1ccc2c(c1)c(=O)c(C(=O)N1CCc3ccccc3C1)cn2C
5	-5	17	-12	4	105	3	1	26	CN1CCN(CCCNC(=O)Cn2ncc3c4ccccc4n(C)c3c2=O)CC1
6	9	0	20	1	93	1	6	10	CN1CCN(/C(=N\O)c2nonc2N)CC1
2	11	-4	18	0	104	1	17	x	COc1ccc(-c2cc(N)n(S(=O)(=O)Cc3ccccc3)n2)c(OC)c1
3	-5	-2	8	7	30	-3	-3	2	CCOC(=O)c1c(NC(=O)c2cccs2)sc(C(=O)N2CCOCC2)c1C
-2	-3	-5	0	3	86	2	2	x	COCc1cc(C)nc(Nc2ccccc2C)c1C#N
-12	-1	-8	-6	-5	70	-3	-7	-2	COc1ccccc1-c1c(NC(=O)c2ccco2)n(-c2ccccc2)nc(C)c1=O
-1	7	-3	5	-1	107	0	-3	8	CC1(C)NC(=O)N(CC(O)CN2C(=O)NC(C)(C)C2=O)C1=O
3	12	2	12	1	68	2	6	4	Cc1ccc(S(=O)(=O)Cc2ccc(C(=O)N3CCN(c4cc(C)ccc4C)CC3)o2)cc1
3	0	-3	-1	9	109	-3	-2	-3	CN(C)S(=O)(=O)c1ccc2c(c1)C(CC(=O)O)OC2=O (stereo not given)
8	-1	0	-2	8	59	-3	0	11	Cc1cc(C)n(-c2nnc(C)n2/N=C/c2cc(Br)ccc2OCc2ccccc2)n1
-2	11	1	12	2	69	4	4	4	COc1ccc(-c2nnc(NC(=O)c3ccc(S(=O)(=O)N4CCCc5ccccc54)cc3)o2)cc1
6	0	0	5	10	119	x	0	0	CCCN(CCO)Cc1ccc(F)c(Br)c1
-1	9	-11	7	-3	16	-2	3	9	COc1ccc(CCN2C(=O)c3[nH]nc(-c4ccccc4O)c3C2c2ccc(C)cc2)cc1OC (stereo not given)
5	1	-1	4	2	141	-2	6	-2	CC1CCN(C(=O)C2CC(c3ccc(F)cc3)=NO2)CC1 (stereo not given)
2	-1	-3	-2	0	98	-1	-1	x	O=C1CCCCC(=O)N(c2ccccc2)c2ccccc21
4	7	2	16	0	78	3	8	6	CCOc1ccc(N(C(C)C(=O)NC2CCCCCC2)S(C)(=O)=O)cc1 (stereo not given)
3	-5	-9	8	4	103	-1	-4	-6	CC(=O)Nc1ccc(S(=O)(=O)c2ccc(N)cc2)cc1N
2	-4	2	-3	-1	101	-2	22	x	Cc1cc(NC(=O)CSc2nc3ccccc3n2CC(=O)N2CCCCC2)no1
4	21	1	-7	9	93	3	-1	9	Cc1cc(C(=O)OCC(=O)c2ccc3c(c2)OCCO3)c(C)o1
3	1	-3	3	7	102	-2	1	x	CC(Oc1cc(C(F)(F)F)cc(C(F)(F)F)c1)C(=O)NC(N)=O (stereo not given)
4	20	6	28	8	87	0	2	33	COc1ccc(N(CC(=O)Nc2cc(C)ccc2C)S(=O)(=O)c2c(C)nn(C)c2C)cc1
1	12	3	12	-3	102	4	7	8	CN(C1CCCCC1)S(=O)(=O)Cc1ccccc1
5	8	-6	4	11	74	-1	-5	10	CS(=O)(=O)Nc1ccc2c(c1)nc1n2CCOC1
6	3	-5	-15	7	93	3	1	3	CC(C)(C)c1[nH]nc2c1C(c1ccncc1)C(C#N)=C(N)O2 (stereo not given)
4	-9	20	-15	12	105	8	12	20	O=C(NCCO)c1cccc(S(=O)(=O)N2CCCCC2)c1
6	-2	-3	-19	12	44	-2	-1	6	O=C(NCN1CCN(c2ccccc2F)CC1)c1ccccc1
0	7	-1	-5	-6	91	-1	-6	-3	CCOC(=O)N1CCN(C(=O)CSc2nnc(Cc3ccccc3)o2)CC1
4	36	-13	21	7	95	7	6	-6	Cc1onc(-c2ccccc2Cl)c1C(=O)N1CCc2ccccc21
-3	6	8	1	-7	63	2	-1	18	Cc1cc(C)nc(NS(=O)(=O)c2ccc(NC(=O)NC3CCCCC3)cc2)n1
-2	1	17	-3	-4	89	2	2	20	O=C(Nc1scc(-c2ccccc2)c1C(=O)O)c1ccco1
3	-4	12	-42	9	96	-8	3	x	COc1ccccc1CNC(=O)Cn1cc2c(n1)CCCC2
0	x	x	x	3	105	1	x	22	CC(=O)N=C(N)Sc1nc2ccccc2[nH]1
6	-4	3	-30	11	93	10	2	6	Cc1occc1C(=O)Nc1sc2c(c1C(N)=O)CCCCC2
6	6	-4	2	7	98	12	2	1	COc1cc(OC)cc(-c2nnc(SCC(=O)N3CCCCC3)o2)c1
6	10	4	7	4	122	2	5	8	O=C(CN1CCN(CC(=O)Nc2ccccc2C(F)(F)F)CC1)Nc1ccccc1F
-4	1	17	2	-10	108	3	-2	-10	CCOC(=O)N1CCN(c2nc3ccccc3nc2C(C#N)S(=O)(=O)c2ccc(C)cc2)CC1 (stereo not given)
4	44	-4	7	5	111	2	2	-5	CCOc1cc2[nH]c(=O)n(CCCCCC(=O)NCc3ccc4c(c3)OCO4)c(=O)c2cc1OCC
6	7	-1	6	8	87	4	3	2	C/C(N)=C(/C#N)C(=O)COC(=O)c1ccncc1
2	8	-8	13	8	94	4	1	-1	COC(=O)c1cc(OC)c(OC)cc1-n1cnc2cc(OC)c(OC)cc2c1=O
4	-3	-4	0	10	156	2	1	2	Cc1ccc(OCCC(=O)Nc2c(C)n(C)n(-c3ccccc3)c2=O)cc1
4	8	3	3	11	147	4	0	19	O=C(C1CCC1)N1CCc2cc(S(=O)(=O)NCc3cccnc3)ccc21
4	5	-3	5	11	78	3	0	2	CCOc1ccccc1N1CCN(C(=O)c2c(C)noc2C)CC1
5	-2	15	-27	5	80	1	6	x	O=C(CSc1nnc(-c2cccs2)n1Cc1ccco1)Nc1ccc2c(c1)OCO2
2	4	7	-17	-5	91	3	-6	15	COc1ccc(S(=O)(=O)Cc2ccc(C(=O)NCCc3ccc(S(N)(=O)=O)cc3)o2)cc1
8	11	0	15	10	92	1	4	-2	O=C(CSc1nnc(-c2ccco2)n1-c1ccccc1)N1CCc2ccccc21
0	-13	13	-22	-2	94	-2	2	5	Cn1c(C(=O)NCc2cccnc2)cc2sccc21
5	4	-4	-2	3	106	-1	0	3	COc1cccc(CNC(=O)C2CCN(c3cnccn3)CC2)c1
-1	0	-24	-12	3	89	-1	5	-3	O=C(COc1ncnc2ccccc12)NCc1ccc2c(c1)OCO2
4	2	6	-5	4	95	-3	0	19	O=C(Cn1cc2c(n1)CCCC2)NCc1cccs1
-1	12	-1	15	1	75	-1	6	-4	Cc1ccc2c(c1)c1c3n2CCN(C(=O)CN2CCN(C)CC2)C3CCC1 (stereo not given)
4	-2	2	-3	3	81	-6	7	-1	O=C(CCCNS(=O)(=O)c1cccc2nsnc12)NC1CCCCC1

(listing goes on)
ROCK2 blocker	Cathepsin G inh	CatS inh	C1s inh	PKA inh	HER2 expr 66K	CatB block	CatB mixtures	CatL block	Compound
-2	2	-3	6	-7	92	-1	0	-3	O=C(CNS(=O)(=O)c1ccc(Br)s1)NCC1COc2ccccc2O1 (stereo not given)
0	-6	11	-24	8	105	7	3	12	O=C(NCc1cccs1)C1CCCN1C(=O)NC1CCCCC1 (stereo not given)
5	8	-5	17	12	98	1	-2	1	CCc1cccc(CC)c1N(COC)C(=O)Cn1ccccc1=N
-6	-2	-11	-2	-8	84	-4	-1	-7	O=c1cc(CO)oc(CN2CCCC2)c1O
7	7	4	9	6	74	2	4	19	Oc1ccc(Nc2nc(N3CCCC3)c3ccccc3n2)cc1
5	-13	-12	-67	9	74	2	-3	-1	CC(C)CCOc1cccc(OCC(=O)NC2CCS(=O)(=O)C2)c1 (stereo not given)
10	7	1	4	6	84	-1	4	0	C=CCOc1ccc(C2NC(=O)NC(C)=C2C(=O)OC)cc1 (stereo not given)
5	4	10	3	4	92	0	-1	13	Cc1ccc(Oc2cc(C)nc(-c3ccccc3O)n2)cc1
4	0	10	-34	-4	71	-3	3	x	CCn1cc(C(=O)NCc2ccc(Cl)cc2)c(=O)c2cc(S(=O)(=O)N3CCOCC3)ccc21
8	6	-8	5	8	84	0	1	-9	CCN(CC)S(=O)(=O)c1cccc(-c2nnc(SCCCC(=O)c3ccc(F)cc3)o2)c1
1	0	5	-25	10	83	-4	-5	5	CCC(=O)Nc1nnc(-c2ccco2)o1
1	7	-5	7	-1	63	2	4	7	O=C(CSc1nc(N2CCCCC2)nc(N2CCCCC2)n1)c1ccccc1
0	-4	-3	-17	-6	90	-4	4	-1	COc1cc(OC)cc(-c2nnc(SCC(=O)N3CCCc4ccccc43)o2)c1
x	10	-2	8	4	80	-1	0	9	CCCCNC(=O)NS(=O)(=O)c1ccc(NS(=O)(=O)c2ccccc2)cc1
2	10	-2	4	4	88	-2	3	-2	Cc1ccccc1-c1nc(CS(=O)CC(=O)NCCN2CCN(Cc3ccccc3)CC2)c(C)o1 (stereo not given)
8	9	0	2	10	96	1	1	6	CCN(CC(=O)Nc1ccc2c(c1)OCCO2)c1nc(-c2cccnc2)nc2ccccc12
5	9	3	16	14	95	5	3	5	O=C(CCCCCC(=O)N(CCO)CCO)N(CCO)CCO
-1	13	4	16	0	96	4	5	7	CN(C)CCSc1nnc(-c2ccccc2)o1
4	3	-5	-44	10	116	0	-4	2	CCN(CC)C(=O)CSc1nnc(-c2ccco2)n1Cc1ccco1
0	7	-5	12	7	82	5	3	7	CC(C)n1c(N2CCN(CC(=O)NCc3cccs3)CC2)nc2ccccc21
-2	-2	9	-6	-6	79	2	-1	16	CCNC(=O)CCC(=O)Nc1cc(Cl)ccc1C
7	-3	5	-4	9	53	-2	-4	9	O=C(Nc1ncc2c(n1)CC(c1ccco1)CC2=O)c1ccccc1 (stereo not given)
7	7	-2	13	8	71	5	0	-1	O=C(Nc1cccnc1)c1cc(-c2ccco2)on1
3	3	-9	-13	8	106	4	2	13	O=C(NC1(C(F)(F)F)N=C2SCCN2C1=O)c1ccco1 (stereo not given)
11	11	-8	15	10	106	0	4	-5	COC(=O)c1cccc(C(=O)Nc2cnc3ccccc3c2)n1
4	11	-2	15	13	85	6	1	0	CCC(=O)N1CCc2cc(S(=O)(=O)NC(C(=O)NCc3ccccc3)C(C)C)ccc21 (stereo not given)
4	10	11	-1	2	102	-4	-1	11	O=C(O)c1cc(CN2CCOCC2)oc1-c1ccccc1

A run of entries taken from the entries so far:
ROCK2 blocker	Cathepsin G inh	CatS inh	C1s inh	PKA inh	HER2 expr 66K	CatB block	CatB mixtures	CatL block	Compound
11	11	-8	15	10	106	0	4	-5	COC(=O)c1cccc(C(=O)Nc2cnc3ccccc3c2)n1
4	11	-2	15	13	85	6	1	0	CCC(=O)N1CCc2cc(S(=O)(=O)NC(C(=O)NCc3ccccc3)C(C)C)ccc21 (stereo not given)
4	10	11	-1	2	102	-4	-1	11	O=C(O)c1cc(CN2CCOCC2)oc1-c1ccccc1
